# Screening data as filed in PubChem.
# CR mimetic SO – yeast age-related superoxide inhibition as caloric restriction mimetic. S. cerevisiae aged cells, superoxide DHE fluorescence; active compounds read low. superoxide response (% of plate mean), % at 10 µM. 330,000 tested, 0.18% active. AID 2690;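 active = superoxide response under a set limit, about three screen SD below normal, cut at about 65% in these data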;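 also: yeast aged for seven days with compound at 30 °C before DHE staining; 100% = average MFI of all compound-treated wells on the plate with controls excluded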
# AGP1-GFP MLPCN – modulators of TOR pathway AGP1-GFP in S. cerevisiae. AID 2066. 320,000 tested, 0.02% active. GFP response vs DMSO, % at 10 µM. S. cerevisiae AGP1-GFP multiplex flow cytometry, 3 h; GFP as percent of DMSO wells;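 active = GFP response relative to DMSO above a set limit, near screen average plus 3 SD, cut at about 150% in these data; inconclusive = fewer than 70 cells counted for the yeast strain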;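 also: median GFP channel fluorescence of the gated AGP1 strain per well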
# RPL19A-GFP yeast – yeast TOR pathway RPL19A-GFP modulation | S. cerevisiae RPL19A-GFP strain, flow cytometry, 3 h; active compounds read low | percent response vs DMSO, % at 10 µM | 330,000 tested, 0.3% active | AID 2025;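 active = percent response vs DMSO below 50%; inconclusive = fewer than 70 events counted for the yeast strain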;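 also: median channel GFP fluorescence of the barcoded RPL19A-GFP strain; ratio of sample median GFP to plate DMSO average so 100% = DMSO; lower means less RPL19A-GFP as with rapamycin TOR inhibition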
# GRK2 inh – blocks RNA aptamer binding to human GRK2 | 330,000 tested, 0.59% active | P25098 | inhibition of aptamer binding, % at 10 µM | AID 488847 | bead flow cytometry, FAM-aptamer displacement from GRK2;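 active = inhibition of aptamer binding above 40%, roughly 3 SD of noise, on plates passing a quality check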;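 also: median bead fluorescence of bound FAM aptamer so fluorescent compounds give negative values; no value below 0 was filed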
# Target sequence (P25098 whole entry, looked up): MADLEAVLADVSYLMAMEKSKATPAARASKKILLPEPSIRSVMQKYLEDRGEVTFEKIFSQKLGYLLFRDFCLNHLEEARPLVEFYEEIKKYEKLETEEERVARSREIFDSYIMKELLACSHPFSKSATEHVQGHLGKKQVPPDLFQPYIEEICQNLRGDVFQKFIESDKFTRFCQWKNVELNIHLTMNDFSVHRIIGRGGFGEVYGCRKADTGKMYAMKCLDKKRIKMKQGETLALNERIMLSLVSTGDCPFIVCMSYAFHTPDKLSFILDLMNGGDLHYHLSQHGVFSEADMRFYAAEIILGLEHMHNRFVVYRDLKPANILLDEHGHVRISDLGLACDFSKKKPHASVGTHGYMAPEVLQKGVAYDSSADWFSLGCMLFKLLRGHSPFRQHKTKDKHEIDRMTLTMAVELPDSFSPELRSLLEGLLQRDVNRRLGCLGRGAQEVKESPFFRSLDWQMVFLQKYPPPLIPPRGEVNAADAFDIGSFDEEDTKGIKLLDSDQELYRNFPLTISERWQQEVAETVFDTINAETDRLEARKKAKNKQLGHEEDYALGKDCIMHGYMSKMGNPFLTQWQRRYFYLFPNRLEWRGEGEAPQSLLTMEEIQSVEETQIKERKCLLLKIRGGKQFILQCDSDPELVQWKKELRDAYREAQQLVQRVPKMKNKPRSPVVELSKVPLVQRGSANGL
# CIT2-GFP yeast – yeast TOR pathway CIT2-GFP modulation; S. cerevisiae CIT2-GFP strain, flow cytometry, 3 h; 100 means same as DMSO wells; GFP response vs DMSO, % at 10 µM; 320,000 tested, 0.065% active; AID 2029;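 active = GFP response relative to DMSO above a set limit, near the screen mean plus 3 SD, cut at about 150% in these data; inconclusive = Fewer than 70 cells measured for a yeast strain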;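 also: ratio of well median GFP fluorescence to mean of DMSO wells on the plate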
# MEP2 TOR yeast – alters MEP2-GFP fluorescence in TOR pathway yeast screen; 330,000 tested, 0.51% active; S. cerevisiae MEP2-GFP strain, flow cytometry GFP, 3 h; 100% = DMSO control level; AID 2016; GFP response vs DMSO, % at 10 µM;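 active = GFP response versus DMSO above a set limit, roughly screen mean plus 3 SD, cut at about 180% in these data; inconclusive = fewer than 70 cells counted for a yeast strain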;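 also: median GFP fluorescence of the barcode-gated MEP2-GFP cells per well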
# VLA-4 inh – inhibition in a human VLA-4 binding assay. P13612. VLA-4 expressing cells, ligand binding flow cytometry. inhibition, % (about 7 µM as worked out from the volumes in the protocol). 330,000 tested, 0.2% active; in the data active = inhibition above about 50%
# LAP4 TOR yeast – modulators of TOR pathway LAP4-GFP in S. cerevisiae; S. cerevisiae LAP4-GFP multiplex, flow cytometry GFP, 3 h; median GFP as percent of DMSO wells; GFP response vs DMSO, % at 10 µM; 320,000 tested, 0.34% active;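 active = GFP response vs DMSO above a set limit, about the screen mean plus 3 SD, cut at about 150% in these data; inconclusive = under 70 cell events counted for the yeast strain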
# Active calls of the source: *; ? = inconclusive; · = not tested or not shown; [ ] = dose if it differs, or a comment.
SMILES,CR mimetic SO,AGP1-GFP MLPCN,RPL19A-GFP yeast,GRK2 inh,CIT2-GFP yeast,MEP2 TOR yeast,VLA-4 inh,LAP4 TOR yeast
O=C1CCCC2=C1C(c1cccc(Br)c1)n1nc(-c3ccco3)nc1N2 (stereo not drawn),96,92,90,2,96,111,-36,92
Nc1cc(Nc2ccccc2)c2nonc2c1[N+](=O)[O-],86,94,105,0,101,108,-309,91
O=C1CSC(=Nc2cccc(Cl)c2Cl)N1Cc1cccnc1,89,110,96,0,102,103,23,113
CCOc1ccc(N(C(=O)c2cnccn2)C(C(=O)NC2CCCCC2)c2ccc(O)cc2)cc1 (stereo not drawn),109,99,96,5,101,96,5,100
Cc1ccc(S(=O)(=O)c2nc(C)c3c(n2)CCC3)cc1,94,101,99,1,107,97,-5,92
COC(C(=O)Nc1ccnn1C1CCN(Cc2nccs2)CC1)c1ccccc1 (stereo not drawn),86,100,98,2,103,114,-3,111
CC(Nc1ccc(N2CCOCC2)cc1)C(=O)N1c2ccccc2CC1C (stereo not drawn),82,98,97,1,88,97,16,98
O=C(CSc1nc2ccccc2[nH]1)N1CCN(S(=O)(=O)c2ccc(Cl)cc2)CC1,96,113,99,45*,98,96,0,92
O=c1[nH]c(=S)n(-c2cccc(Cl)c2)c(O)c1/C=N/N1CCOCC1,109,99,90,0,91,84,16,99
COc1ccc(S(=O)(=O)Nc2ccccc2C(=O)NCc2cccnc2)cc1OC,101,110,102,0,105,104,16,97
[N-]=[N+]=NC[C@H](Cc1ccccc1)N1CCN(Cc2ccccc2)CCC1=O,97,87,96,0,101,92,-6,134
Cc1ccc(C(=O)Oc2ccc(C(=O)COC(=O)C3CC(=O)N(Cc4ccco4)C3)cc2)cc1 (stereo not drawn),96,98,102,10,89,104,-6,101
O=C(c1cnccn1)N1CCc2ccccc2C1,112,96,94,0,89,135,8,113
Cc1cc(NC(=O)CSc2nnc(-c3c[nH]c4ccccc34)n2-c2ccc(Cl)cc2)no1,115,·,104,0,97,104,14,102
Cn1nc(-c2ccc(Cl)cc2)c2cc(C(=O)N3CCN(c4ccccn4)CC3)sc21,124,88,87,0,88,109,25,109
CCCCN1C(=O)NC(c2cccc([N+](=O)[O-])c2)C(C(=O)OCC)=C1C (stereo not drawn),81,108,104,1,107,106,19,100
CCCn1nnnc1SCC(=O)Nc1cccc(NC(=O)c2ccco2)c1,107,·,87,0,90,93,1,90
Fc1ccc2nc(C3CCCCN3Cc3nc(CC4CC4)no3)[nH]c2c1 (stereo not drawn),93,114,94,0,115,108,-12,108
CC(=C/C(=O)O)/C(=C/c1ccccc1)C(=O)O,93,96,99,2,88,100,-1,97
Cc1c(/C=N/N2C(=O)C3C4C=CC(C4)C3C2=O)c2ccccc2n1C (stereo not drawn),101,101,101,2,104,106,-1,99
CCCNC(=O)COc1coc(CN2CCN(c3ccc(F)cc3)CC2)cc1=O,84,103,99,2,94,92,-2,96
CCc1ccccc1C1=CC(=O)C[C@H](c2ccc(OC)cc2)C1,103,95,95,0,97,87,10,87
Cc1ccc(OCCNC(=O)Cc2ccc(S(=O)(=O)N3CCOCC3)s2)cc1,67,98,95,0,96,94,-8,90
COc1ccc(C(=O)NCc2nnc(SCC(=O)Nc3ccc4c(c3)OCO4)o2)cc1,83,96,103,2,103,103,0,94
N#Cc1ccc(Oc2cc(C(F)(F)F)nc(-c3ccccn3)n2)cc1,100,106,102,0,109,98,-5,105
CC(C)NC1CS(=O)(=O)CC1O (stereo not drawn),119,100,95,0,96,97,8,93
CCCCC(=O)NC(=S)Nc1ccccc1C(=O)Nc1ccccc1,85,101,·,2,107,101,-7,101
COc1ccc(Nc2c(-c3ccc(OC)cc3)nc3cnccn23)cc1,102,104,100,1,105,99,-2,106
CC(=O)N1CCc2[nH]c3ccccc3c2C1,107,93,100,1,·,88,2,89
Cn1c2ccccc2c2c(C(=O)O)cn(C3CCCC3)c(=O)c21,116,99,97,0,100,101,0,96
CSc1nc(NC(C)(C)C)nc(N2CCOCC2)n1,111,81,96,1,98,88,0,95
Cc1oc2cc3oc(=O)c4c(c3cc2c1C)CCC4,107,79,105,4,92,102,8,95
Cc1ccccc1-n1c(=O)n(CCc2ccccc2)c(=O)c2[nH]cnc21,96,98,98,6,92,98,-7,102
CCOc1ccc(NC(=O)CN2CCN(CC(=O)Nc3ccc(F)cc3)CC2)cc1,100,106,·,0,97,105,6,99
CCOc1ccc(-c2nnc(NC(=O)Cc3ccc(OC)cc3)o2)cc1,97,103,101,3,100,105,29,114
Cc1onc(C(N)=O)c1C(=O)Nc1ncc(C(F)(F)F)cc1Cl,100,98,99,2,94,102,-78,100
CN1C2C=C(N(CCc3c[nH]c4ccccc34)C(=O)c3ccc(Cl)cc3)CC1CC2 (stereo not drawn),89,83,94,0,·,100,12,83
O=C(NC1CCCCCC1)C(=S)NCCc1ccccc1,97,112,106,1,111,106,-1,105
Cc1cc(C)c(C#N)c(OCC(=O)Nc2ccccc2)n1,97,97,101,3,96,98,-2,94
CCCCn1c(N)c(-c2nc3ccccc3o2)c2c([N+](=O)[O-])nn(C)c(=O)c21,98,94,96,0,96,96,-7,94
c1ccc(-c2nnsc2-c2ncc[nH]2)cc1,94,106,103,2,108,96,7,100
CN(Cc1ccon1)C(=O)C1CCN(C2CCN(CCCc3ccccc3)CC2)CC1,91,92,106,0,107,96,-2,67
COC(=O)c1c(C(=O)c2ccc(Br)cc2)n(C)c2ccccc12,91,100,92,1,100,97,14,93
CCCC(=O)NC(Nc1cccc(C(F)(F)F)c1)C(Cl)(Cl)Cl (stereo not drawn),109,89,94,0,91,95,12,89
CCOC(=O)C(C)Oc1cccc2c(=O)n(CC(=O)Nc3ccc4c(c3)OCCO4)ccc12 (stereo not drawn),107,101,99,0,97,100,22,98
CCOC(=O)N1CCN(Cc2cc(=O)oc3ccc4ccccc4c23)CC1,91,95,92,0,93,90,8,92
COc1ccccc1NS(=O)(=O)c1ccc(OC)c(OC)c1,93,92,94,0,97,93,10,89
O=C(CN1CCCCCC1)Nc1ccc(Br)cc1Br,93,100,94,1,103,96,3,91
CCOc1ccccc1C(=O)Nc1nnc(CC)s1,88,99,97,4,107,102,-19,102
O=C(O)C1CC(c2ccccc2)=Nc2ccccc2S1 (stereo not drawn),98,100,101,3,91,106,7,110
COC(=O)Cc1nnc(Nc2cccc(C)c2)c2ccccc12,96,114,100,3,95,95,1,108
CCN1CCN(CC(=O)N2N=C(c3cccs3)CC2c2ccc(OC)cc2)C(=O)C1=O (stereo not drawn),89,96,99,1,102,99,-7,95
O=C(O)c1ccc(NC(=O)c2ccccc2Br)c(NC(=O)c2ccccc2Br)c1,105,106,108,0,114,103,-3,85
CCN(CC)C(=O)c1ccc(COc2ccccc2Cl)cc1,93,95,103,5,100,101,-1,113
O=C(O)COc1ccccc1/C=N/NC(=O)/C(=C\c1ccc2c(c1)OCO2)NC(=O)c1ccccc1,91,99,98,2,104,96,5,98
O=C(Nc1ccc(F)cc1)NC1(C(=O)NCc2cccs2)CCCCC1,101,98,95,0,95,94,19,87
COCc1c(C(=O)N/N=C(/C)c2cccs2)nnn1-c1nonc1N,96,112,105,0,105,101,-4,101
CCN(CC)C(=O)c1[nH]cnc1C(=O)Nc1ccc(OC)cc1,98,89,103,3,100,97,-9,123
CC1CCCC(C)N1C(=O)CSc1nc2ncnc(N)c2[nH]1 (stereo not drawn),88,103,97,0,113,103,15,108
Cc1cccc(NS(=O)(=O)c2cccc(C(=O)N3CCN(C/C=C/c4ccccc4)CC3)c2)c1,70,101,99,0,90,94,10,101

# Complete entries as entered above. Order of screens: CR mimetic SO, AGP1-GFP MLPCN, RPL19A-GFP yeast, GRK2 inh, CIT2-GFP yeast, MEP2 TOR yeast, VLA-4 inh, LAP4 TOR yeast
# `CCN1CCN(CC(=O)N2N=C(c3cccs3)CC2c2ccc(OC)cc2)C(=O)C1=O` (stereo not drawn) across the screens: 89, 96, 99, 1, 102, 99, -7, 95
# `Nc1cc(Nc2ccccc2)c2nonc2c1[N+](=O)[O-]` across the screens: 86, 94, 105, 0, 101, 108, -309, 91

# Later entries:
SMILES,CR mimetic SO,AGP1-GFP MLPCN,RPL19A-GFP yeast,GRK2 inh,CIT2-GFP yeast,MEP2 TOR yeast,VLA-4 inh,LAP4 TOR yeast
CC(=O)N1N=C(c2ccc(C)cc2)OC1c1cccnc1 (stereo not drawn),95,103,96,0,96,95,8,101
Cc1cccn2c(=O)c(/C=C(\C#N)C(=O)NC3CCS(=O)(=O)C3)c(N3CC(C)OC(C)C3)nc12 (stereo not drawn),99,104,99,0,104,100,-7,106
c1ccc2[nH]c(SCc3cn4ccccc4n3)nc2c1,98,18[may fluoresce violet],102[may fluoresce violet],0,?,131[may fluoresce violet],-4,95[may fluoresce violet]
O=C1NCCN1CCNS(=O)(=O)c1ccc(F)cc1,104,107,110,0,110,107,-12,99
COc1cc(C(=O)COC(=O)Cc2cnc3sccn23)cc(OC)c1OC,101,100,98,2,98,92,5,93
CCOc1ccc(N=c2scc(-c3ccc(OC)cc3)n2CCO)cc1,101,94,97,1,96,99,3,102
Cc1cc(Cl)ccc1NC(=S)NCC(C)C,92,104,105,2,110,111,12,108
CCCSc1nnc(Cc2cc(=O)[nH]c(=O)[nH]2)n1-c1cc(C)ccc1C,113,104,100,1,104,97,-1,92
CCOC(=O)C1=C(C)NC(=S)N(C(C)=O)C1c1ccccc1 (stereo not drawn),106,97,98,2,101,102,-7,97
Cc1cccc(NC(=O)CSc2nnc(NC(=O)C3CCC3)s2)c1,108,99,104,8,101,107,24,105
CN1CCc2c(sc(NC(=O)c3ccco3)c2C(N)=O)C1,98,101,99,7,95,102,5,107
COc1cccc(NC(=O)CN2C(=O)CSc3nc(C)cc(C)c32)c1,94,96,103,2,93,108,-28,113
O=C1OCCC1Sc1nc2ccccc2c(=O)n1Cc1ccc(F)cc1 (stereo not drawn),93,109,102,7,103,102,-5,104
C=CCn1c(CC(=O)OC)csc1=Nc1ccc(C(C)=O)cc1,105,96,98,0,93,101,8,99
CN(C)CCN(C(=O)C1CCCCC1)c1nc2cc3c(cc2s1)OCO3,108,96,95,0,96,102,2,89
CN(C)S(=O)(=O)c1cccc(NC(=O)CSc2nncn2C)c1,102,97,105,1,105,105,17,98
CC(C)(C)c1ccc(S(=O)(=O)N(CCCN2CCOCC2)Cc2cccs2)cc1,102,105,106,0,109,105,0,97
CCCC1S/C(=N/N=C/c2ccc(C)cc2)N(Cc2ccc(OC)cc2)C1=O (stereo not drawn),81,107,103,10,102,104,3,108
O=C(c1n[nH]c2ccccc12)N1CCCCC1,98,105,106,0,99,102,7,97
COc1ccc(NC(=O)Cn2cnc3sc(C)c(S(=O)(=O)N4CCOCC4)c3c2=O)cc1Cl,90,87,89,0,88,81,-6,79
COc1ccc(NS(=O)(=O)c2cccc(C(=O)NN=C(C)c3ccco3)c2)cc1,82,83,99,0,83,102,-1,100
Cc1ccc(C(=O)NC(C)C2CCCO2)o1 (stereo not drawn),100,98,95,3,94,89,-4,92
O=C(C[C@H]1C/C=C\C[C@@H](Cc2ccc(F)cc2)C(=O)O[C@H](c2ccccc2)CNC1=O)N[C@@H](CO)Cc1ccccc1,117,100,96,0,98,90,-6,87
Cc1nc2ncnn2c(C)c1Cc1ccc(Cl)cc1F,102,99,101,2,95,95,5,100
CCCSc1n[nH]c(NC(C)=O)n1,96,99,102,0,99,99,1,104
